Assay outcomes: PubChem, several laboratories
TRPC6 inh: mouse TRPC6 channel inhibitors, primary screen, cell-based, HEK293, membrane potential dye | Short transient receptor potential channel 6 (Mus musculus), Q61143 | B-score at 10 µM | AID 2553, 2010 | 1.1% of 310,000 active | ACh-evoked depolarization; active compounds read low;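 active = B-score under library mean minus 3 SD, initial fluorescence not abnormally high, positive integrated signal ratio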;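 note: B-score derived from integrated fluorescence ratio over the kinetic read; more negative B-score means stronger inhibition of depolarization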
Target sequence (Q61143 whole entry, looked up): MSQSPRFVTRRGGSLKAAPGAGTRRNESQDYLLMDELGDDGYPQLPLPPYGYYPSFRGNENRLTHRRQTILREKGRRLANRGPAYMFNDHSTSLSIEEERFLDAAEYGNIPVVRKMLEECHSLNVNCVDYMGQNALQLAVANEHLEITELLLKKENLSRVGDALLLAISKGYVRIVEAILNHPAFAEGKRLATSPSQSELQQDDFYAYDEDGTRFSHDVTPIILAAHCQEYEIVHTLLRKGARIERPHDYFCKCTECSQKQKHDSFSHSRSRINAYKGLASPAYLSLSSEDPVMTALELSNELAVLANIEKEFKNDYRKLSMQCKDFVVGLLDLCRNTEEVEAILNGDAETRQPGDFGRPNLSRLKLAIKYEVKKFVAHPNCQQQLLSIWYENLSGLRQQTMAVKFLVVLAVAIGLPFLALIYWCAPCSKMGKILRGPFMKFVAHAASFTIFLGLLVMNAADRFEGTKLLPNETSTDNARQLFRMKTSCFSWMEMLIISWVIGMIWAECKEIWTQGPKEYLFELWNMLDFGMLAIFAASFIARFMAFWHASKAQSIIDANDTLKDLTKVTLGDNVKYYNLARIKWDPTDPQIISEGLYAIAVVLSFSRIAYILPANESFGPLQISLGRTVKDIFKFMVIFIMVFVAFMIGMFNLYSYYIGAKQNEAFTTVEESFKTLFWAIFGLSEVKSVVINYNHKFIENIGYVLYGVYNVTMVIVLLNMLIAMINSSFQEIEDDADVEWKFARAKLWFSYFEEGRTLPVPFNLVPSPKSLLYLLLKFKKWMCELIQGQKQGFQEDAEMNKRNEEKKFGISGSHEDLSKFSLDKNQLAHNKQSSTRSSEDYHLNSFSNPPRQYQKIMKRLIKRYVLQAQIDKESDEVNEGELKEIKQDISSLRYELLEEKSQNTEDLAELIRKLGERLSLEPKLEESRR
TRPC4 PAM: positive allosteric modulators of TRPC4, primary screen, cell-based, mouse TRPC4beta, HEK293 mu-opioid, Fluo-4 calcium; DAMGO EC20, Fluo-4 Ca2+ flux; active compounds read high; AID 2227, 2009; 0.42% of 310,000 active; B-score at 10 µM;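 active = B-score of calcium response area above 5 SD of library B-scores, with initial fluorescence ratio within 5 SD of library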;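 note: B-score of integrated fluorescence ratio over time as area under calcium response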
MrgX1 PAM: positive allosteric modulators of MrgX1, primary screen, HEK293 cells, Fluo-4 calcium flux; Mas-related G-protein coupled receptor member X1 (Homo sapiens), Q96LB2; FDSS; active compounds read high; B-score at 10 µM; 0.63% of 310,000 active;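 active = plate-corrected calcium response at least 3 library SD above typical, normal starting fluorescence, not activating the receptor alone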;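 note: compound read alongside a low EC10 to EC30 dose of BAM8-22 agonist; peak minus trough fluorescence over baseline measured at the second addition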
MrgX1 ag: agonists of human MrgX1 receptor, primary screen, HEK293 cells, Fluo-4 calcium flux. Fluo-4 calcium fluorescence, agonist mode; active compounds read high. 0.44% of 310,000 active. AID 588627, 2011. Mas-related G-protein coupled receptor member X1 (Homo sapiens), Q96LB2. B-score at 10 µM;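 active = calcium response B-score plate-corrected fluorescence ratio at least 3 library SD, with starting fluorescence B-score inside 5 SD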
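Material: MrgX1-expressing HEK293 cells / Dosing: compound as first of three additions / Incubation: overnight seeding, then 1 h dark dye loading / Signal: Fluo-4 NW calcium fluorescence / Evaluation: B-scored fluorescence response ratio / Benchmarks: positive and negative control wells on each plate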
TMEM16A act: TMEM16A chloride channel activators or potentiators, primary screen, cell-based, HTS | Anoctamin-1 (Mus musculus), Q8BHY3 | HEK293 TMEM16A/YFP-H148Q/I152L, iodide quench fluorescence; active compounds read low | B-score at 10 µM | 0.3% of 340,000 active | AID 623877, 2012;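 active = fluorescence-ratio B-score plate-corrected deviation score at least 3 library SD below zero, with starting fluorescence score within 5 deviations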;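 note: channel opened by trigger with iodide after compound preincubation; score built on the fluorescence ratio of max minus min over baseline; more negative score means more quench and so TMEM16A activation or potentiation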
MrgX1 antagonist: antagonists of human MrgX1 receptor, primary screen, HEK293 cells, Fluo-4 calcium flux; Mas-related G-protein coupled receptor member X1 (Homo sapiens), Q96LB2; B-score at 10 µM; 1.3% of 310,000 active; BAM8-22 antagonism; active compounds read low;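 active = calcium-response B-score plate-corrected more than 3 library SD below zero, starting fluorescence within 5 deviations, no agonist response on first addition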;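 note: peak minus trough fluorescence over baseline after final BAM8-22 challenge near maximal dose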
TRPC4 inh: inhibitors of mouse TRPC4 channel, primary screen, Fluo4 calcium, HEK293 TRPC4beta/mu-opioid cells. B-score at 10 µM. AID 2247, 2010. DAMGO-evoked Fluo4 calcium flux; active compounds read low. Short transient receptor potential channel 4 (Mus musculus), Q9QUQ5. 0.39% of 300,000 active;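 active = B-score over 3 SD under the library average, no early fluorescence shift, positive overall ratio signal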
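Assay system – HEK293 line stably carrying TRPC4beta and mu-opioid receptor · Doses – single dose · Detection – Fluo4 calcium-dye fluorescence, kinetic read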
SKKanGAS inh: S. pyogenes SKKanGAS growth inhibitors in kanamycin, primary screen, streptokinase expression inhibitor project, SKKanGAS strain, BacTiter-Glo luminescence; 1.3% of 300,000 active; inhibition, % at 7.5 µM; 6 h;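 active = mean replicate score, as percent of positive control median, at least 50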;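 note: strain carries kanamycin resistance gene driven by streptokinase promoter and grows in 40 µg/ml kanamycin; loss of luminescence reflects streptokinase promoter inhibition or plain growth inhibition; 0% = median of DMSO wells and 100% = positive control at its reference dose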
TRPC6 act: mouse TRPC6 channel activators, primary screen, cell-based, HEK293, membrane potential dye. Short transient receptor potential channel 6 (Mus musculus), Q61143. 0.13% of 310,000 active. AID 2550, 2010. B-score at 10 µM. HEK293-TRPC6 membrane potential dye fluorescence; active compounds read high;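 active = B-score of the integrated fluorescence ratio above library mean plus 3 SD, and starting fluorescence ratio within library mean plus 5 SD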;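 note: higher score means more depolarization so channel activation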
TRPC4 agonist: activators of mouse TRPC4 channel, primary screen, Fluo4 calcium, HEK293 TRPC4beta/mu-opioid cells | Fluo4 calcium fluorescence; active compounds read high | B-score at 10 µM | 0.49% of 310,000 active | AID 2237, 2010;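 active = B-score above 5 SD of library B-scores, and initial fluorescence ratio not above library mean plus 5 SD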;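 note: positive B-score marks a calcium rise read as TRPC4 activation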
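Assay system: HEK293 cells stably co-expressing mouse TRPC4beta and mu-opioid receptor / Timing: Fluo4 dye loading 45 min at room temperature, 110 s recording / Signal: Fluo4 calcium-sensitive dye fluorescence, kinetic, 1 Hz baseline / Read-out: integrated baseline-normalised fluorescence ratio, converted to per-well B score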
TMEM16A inh: TMEM16A chloride channel inhibitors, primary screen, cell-based, HTS. HEK293 TMEM16A/YFP iodide influx fluorescence, ionomycin. 1.2% of 310,000 active. AID 588511, 2011. normalized B-score (activity score, 25-100; higher = stronger inhibition) at 10 µM;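 active = ratio plate-corrected score three or more library SD toward inhibition, starting fluorescence score within five deviations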;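 note: score derived from kinetic fluorescence span divided by baseline fluorescence per well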
An asterisk follows results filed as active; i = inactive; . = not tested or not shown.

SMILES | TRPC6 inh | TRPC4 PAM | MrgX1 PAM | MrgX1 ag | TMEM16A act | MrgX1 antagonist | TRPC4 inh | SKKanGAS inh | TRPC6 act | TRPC4 agonist | TMEM16A inh
COC(=O)[C@]12C(=O)C(C)=C(O)[C@@]1(C)C(C)=CC1[C@@]34CC[C@@H](OC(C)=O)C(C)(C)C3C(C[C@]12C)OC4=O (some centres not stated) | i | i | i | i | i | i | i | 6 | i | i | i
CC(C)N(C)C1CCN(C(=O)Nc2ccc(Cl)cc2)CC1 | i | i | i | i | i | i | i | 2 | i | i | i
Cc1ccc(-c2ccc(=O)[nH]n2)cc1 | i | i | i | i | i | i | i | -1 | i | i | i
CSc1ccccc1C(=O)Nc1ncn[nH]1 | i | i | i | i | i | i | i | 0 | i | i | i
Cc1ccc(C(=O)Nc2ccc(F)cc2F)o1 | i | i | i | i | i | i | i | 1 | i | i | i
O=C(CSc1nnc(-c2cccnc2)n1Cc1ccco1)c1ccccc1 | i | i | i | i | i | i | i | 2 | i | i | i
O=C1Nc2ccccc2C1=Nc1ccc(Cl)cc1 | i | i | i | i | i | i | i | 0 | i | i | i
CCOC(=O)C1CCC/C1=N\NC(=O)CN(c1cc(OC)ccc1OC)S(=O)(=O)c1ccccc1 (configuration not stated) | i | i | i | i | i | i | i | 3 | i | i | i
COc1ccc(C(C(=O)NC(C)(C)C)N(C(=O)CCC(=O)Nc2cc(C)on2)c2cc(C)cc(C)c2)cc1 (configuration not stated) | i | i | i | i | i | i | i | 0 | i | i | i
CCOC(=O)Cc1csc(NC(=O)c2ccc3ncsc3c2)n1 | i | i | i | i | i | i | i | 0 | i | i | i
COc1cccc(C(=O)NCCS(=O)(=O)NCc2ccc3c(c2)OCO3)c1 | i | i | i | i | i | i | i | 1 | i | i | i
Cn1nc(-c2ccc(Cl)cc2)c2cc(C(=O)N3CCN(c4ccccc4)CC3)sc21 | i | i | i | i | i | i | i | 15 | i | i | i
O=C(NCCCN1CCOCC1)C(C(=O)c1ccccc1)n1ccccc1=O (configuration not stated) | i | i | i | i | i | i | i | 0 | i | i | i
O=C(Nc1ccccc1)c1ccccc1NS(=O)(=O)c1ccc(Cl)s1 | i | i | i | i | i | i | i | 28 | i | i | 100*
Cc1ccc(NC(=O)c2ccc(CSc3nnc(-c4ccncc4)n3C)cc2)cc1 | i | i | i | i | i | i | i | 2 | i | i | i
Cc1ccc2oc(=O)c3cnn(CC(=O)N4CCN(c5ccccn5)CC4)c3c2c1 | i | i | i | i | i | i | i | 0 | i | i | i
CCC1=Nc2cc(C(=O)NCc3ccco3)ccc2Sc2ccc(C)cc21 | i | i | i | i | i | i | i | 13 | i | i | i
CCc1nc(Cl)c(C#N)c2c1CSC(C)(C)C2 | i | i | i | i | i | i | i | 4 | i | i | i
Cc1cc(=O)oc2cc(Oc3ccc([N+](=O)[O-])cc3C(F)(F)F)ccc12 | i | i | i | i | i | i | i | 9 | i | i | i
CCCCNC(=O)NNC(=O)c1ccco1 | i | i | i | i | i | i | i | -14 | i | i | i
CCOC(=O)C1=C(NC(=O)c2ccc(Br)o2)Nc2ccccc2N=C1 | i | i | i | i | i | i | i | 11 | i | i | i
O=C(CSc1nc2ccccc2c(=O)n1CCC(=O)N1CCN(c2ccccc2)CC1)NCC1CCCO1 (configuration not stated) | i | i | i | i | i | i | i | -1 | i | i | i
Cc1csc(C(=O)O)c1NC(=O)c1ccc(F)cc1 | i | i | i | i | i | i | i | 2 | i | i | i
CCOCCc1nnc(NC(=O)c2cc(OC)c(OC)c(OC)c2)s1 | i | i | i | i | i | i | i | -4 | i | i | i
O=C(CSc1ncccn1)NCc1ccc(Cl)cc1 | i | i | i | i | i | i | i | -4 | i | i | i
CCC(Oc1ccccc1)C(=O)Nc1ccc(S(=O)(=O)Nc2ncccn2)cc1 (configuration not stated) | i | i | i | i | i | i | i | -17 | i | i | i
COC(=O)C1(Cc2cc(-c3ccc(OC)cc3OC)no2)CCN(C(=O)OC(C)(C)C)CC1 | i | i | i | i | i | i | i | 6 | i | i | 25*
O=[N+]([O-])c1cc([N+](=O)[O-])c2cc3ccccc3nc2c1 | i | i | i | 28* | i | i | i | 15 | i | i | i
COc1ccc(N2CC(=O)N(c3ccccc3)C2=S)cc1 | i | i | i | i | i | i | i | 0 | i | i | i
COc1ccc(CCNC(=O)CN2CCC(C(N)=O)CC2)cc1 | i | i | i | i | i | i | i | 3 | i | i | i
NC(=O)c1coc(-c2ccccc2)n1 | i | i | i | i | i | i | i | 1 | i | i | i
O=C(NC(=S)N1CCN(c2ccccn2)CC1)c1ccco1 | i | i | i | i | i | i | i | -16 | i | i | i
Cc1ccc(NC(=O)C2C3CC4OC(=O)C2C4C3)cc1Cl (configuration not stated) | i | i | i | i | i | i | i | . | i | i | i
CCC(=O)c1ccc(N2CCCC2)c(F)c1 | i | i | i | i | i | i | i | -5 | i | i | i
Cc1ccc(CN2CCC(CO)(CC3CCCCO3)CC2)o1 (configuration not stated) | i | i | i | i | i | i | i | -10 | i | i | i
CCOc1ccccc1N(CC(=O)N1CCC(C)CC1)S(=O)(=O)c1ccc(C)cc1 | i | i | i | i | i | i | i | 0 | i | i | i
CCOc1ccccc1NC(=O)CSc1nnc(Cn2c(=O)sc3ccccc32)n1C | . | . | i | i | i | i | . | . | . | . | i
COc1ccc(NC2=NCCC2)cc1 | i | i | i | i | i | i | i | -4 | i | i | i
COC(=O)CSc1nc2c(cnn2-c2ccc(F)cc2)c(=O)[nH]1 | i | i | i | i | i | i | i | 3 | i | i | i
Cc1cccc(CC2CC(=O)N(c3nc4ccccc4s3)C2=O)c1 (configuration not stated) | i | i | i | i | i | i | i | -2 | i | i | i
Cc1ccc(C(=O)/C=C/N(C)C)o1 | i | i | i | i | i | i | i | 0 | i | i | i
Cc1ccc(-c2cc(C)nc3ncnn23)cc1 | i | i | 8.9* | i | i | i | i | -3 | i | i | i
O=C(NC1CCN(C(=S)NCc2ccco2)CC1)C12CC3CC(CC(C3)C1)C2 | i | i | i | i | i | i | i | 4 | i | i | i
CCOC(=O)c1c(NC(=O)c2cccs2)sc(C(=O)N(C)C)c1C | i | i | i | i | i | i | i | 2 | i | i | i
COc1ccccc1/C=N/OC(=O)c1ccc(F)cc1 | i | i | i | i | i | i | i | 1 | i | i | i
COc1ccc(NC(=O)CNS(=O)(=O)c2ccccc2)cc1Cl | i | i | i | i | i | i | i | -10 | i | i | i
Cc1cccc(-c2noc(CN(C(=O)CCc3ccccc3)C(C)C)n2)c1 | i | i | i | i | i | i | i | -11 | i | i | i
CC(=O)NCC1CCCN(c2nc3nonc3nc2N(C)Cc2ccccc2)C1 (configuration not stated) | i | i | i | i | i | i | i | 5 | i | i | i
CC(=O)Oc1cccc(N2C(=O)c3cccc4c([N+](=O)[O-])ccc(c34)C2=O)c1 | i | i | i | i | i | -8.4* | i | 9 | i | i | i
COc1ccc(S(=O)(=O)NCCc2nnc3ccc(SCC(=O)Nc4nc(C)cs4)nn23)cc1 | i | i | i | i | i | i | i | 6 | i | i | i
CC1(C)Oc2ccc(C(=O)N3CCOCC3)cc2N(CC(=O)N2CCOCC2)C1=O | i | i | i | i | i | i | i | -1 | i | i | i
CCN(CC(=O)NC(C)(C)C)C(=O)COc1c(Cl)cc(Cl)c2ccc(C)nc12 | i | i | i | i | i | i | i | 87* | i | i | i
O=C(c1ccccc1)N1CCN(S(=O)(=O)c2cccc(NS(=O)(=O)c3ccccc3)c2)CC1 | i | i | i | i | i | i | i | 5 | i | i | i
c1ccc(-c2csc(Nc3nc(N4CCOCC4)nc(N4CCOCC4)n3)n2)cc1 | i | i | i | i | i | i | i | 1 | i | i | i
O=C1C2C3C=CC(C3)C2C(=O)N1c1n[nH]c(CCc2ccccc2)n1 (configuration not stated) | i | i | i | i | i | i | i | 5 | i | i | i
O=C(CCC(=O)c1cccs1)OCc1nnc(-c2ccccc2)o1 | i | i | i | i | i | i | i | -2 | i | i | i
CCC(C)NC(=O)c1cc(-c2ccccc2O)on1 (configuration not stated) | i | i | i | i | i | i | i | -8 | i | i | i
CN(CCC#N)C(=O)CSc1nc2scc(-c3ccccc3)c2c(=O)[nH]1 | i | i | i | i | i | i | i | 19 | i | i | i
CCOC(=O)CCc1c(C)nc2cc(-c3ccc(F)cc3)[nH]n2c1=O | i | i | i | i | i | i | i | 3 | i | i | i
Cc1cc(C)c(-n2c(SCC(=O)N3CCOCC3)n[nH]c2=O)c(C)c1 | i | i | i | i | i | i | i | -4 | i | i | i

More entries
SMILES | TRPC6 inh | TRPC4 PAM | MrgX1 PAM | MrgX1 ag | TMEM16A act | MrgX1 antagonist | TRPC4 inh | SKKanGAS inh | TRPC6 act | TRPC4 agonist | TMEM16A inh
COc1ccc(CCNC(=O)COC(=O)Cn2cnc3ccccc3c2=O)cc1 | i | i | i | i | i | i | i | -3 | i | i | i
Cc1cc(C)n2nc(CC(=O)NCc3ccccc3Cl)nc2n1 | i | i | i | i | i | i | i | -2 | i | i | i
CCOC(=O)C1CCN(C(=O)COC(=O)c2cc(-c3cccs3)nn2-c2ccccc2)CC1 | i | i | i | i | i | i | i | -5 | i | i | i
O=C(NCc1ccccc1)c1ccc(CS(=O)Cc2ccc(Cl)cc2)o1 (configuration not stated) | i | i | i | i | i | i | i | 2 | i | i | i
